MmCpn inh: inhibitors of Methanococcus maripaludis chaperonin (MmCpn); purified Mm-Cpn ATPase, ADP Transcreener TR-FRET; AID 504842; 330,000 tested, 0.031% active; Potency, µM (titrated, usually from 76.9 µM), for the others: at the top dose activity, negative = inhibition, hits mostly inhibitors; note: potency is the fitted concentration of half-maximal effect; % is set by controls: 0 for no effect and ±100 for the full control effect; nearly all actives have a fitted effect of over 80% in size
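Quantitative HTS used 25 nM Mm-CPN and 10 uM ATP in magnesium/KCl Tris buffer, pH 7.4, with 1 mM DTT. Hydrolysis ran 30 min at 37°C; ADP was read by HTRF.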
Nrf2 block: Nrf2 pathway inhibition. A549 ARE-Fluc reporter, luciferase luminescence, 18-24 h. Potency, µM (highest dose often 46 µM), inactives show at the top dose activity change, negative = inhibition, hits mostly inhibitors. 360,000 tested, 2.1% active. AID 504444; note: potency is the fitted concentration of half-maximal effect; % is set by controls: 0 for no effect and ±100 for the full control effect; nearly all actives have a fitted effect of over 60% in size
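A549 ARE_Fluc cells, 5000/well, 5% FBS OPTI-MEM; compounds in dose-response, 18-24 h at 37 °C/5% CO2; CellTiter-Fluor viability read (Ex 405/Em 525), then BugLite luciferase luminescence = Nrf2 activity.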
TGFb inhibitor: inhibitors of TGF-b signaling | 410,000 tested, 1.2% active | Potency, µM (top dose mostly 46.1 µM), for the others: at the top dose activity, negative = inhibition, most hits filed as inhibitors | HepG2 CAGA-GFP TGF-b/SMAD3 reporter, GFP fluorescence, 18 h; TGF-beta stimulated, 500 pg/mL final; note: potency is the fitted concentration of half-maximal effect; % is set by controls: 0 for no effect and ±100 for the full control effect; nearly all actives have a fitted effect of over 65% in size
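Inhibition of TGF-beta-driven CAGA-GFP reporter expression in HEPG2 cells is measured by cellular GFP fluorescence after 18 h stimulation with 500 pg/mL recombinant TGF-beta in 1% FBS medium at 37 degrees C.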
Akt phos inh: blocks phosphorylation of Akt; activity change, % for hits at 50 µM; Neuro2A IGF-stimulated pAkt S473 HTRF, 20 min; hits give low values; 360,000 tested, 0.32% active; in the data active = activity change below about -80%; inconclusive = mostly about -51% to -80%; note: % is set by controls: 0 for no effect and ±100 for the full control effect
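Single-point screen (50 µM final compound) in Neuro2A cells stimulated 20 min with 6 nM IGF at 37 deg C. After lysis, Ser473-phosphorylated Akt read by HTRF (ex 330 nm, em 615/665 nm) as the 665/615 ratio.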
EPAC2 agonist: activates human EPAC2 exchange factor | Potency, µM (doses to about 154 µM), without a hit: at the highest dose activation, hits mostly activators | Q8WZA2 | 360,000 tested, 0.079% active | EPAC2 activation, biochemical qHTS; response scale: 100% = 6.5 mM cAMP response | AID 720711; note: potency is the fitted concentration of half-maximal effect; nearly all actives have a fitted effect of over 50% in size
Target sequence (Q8WZA2 whole entry, looked up): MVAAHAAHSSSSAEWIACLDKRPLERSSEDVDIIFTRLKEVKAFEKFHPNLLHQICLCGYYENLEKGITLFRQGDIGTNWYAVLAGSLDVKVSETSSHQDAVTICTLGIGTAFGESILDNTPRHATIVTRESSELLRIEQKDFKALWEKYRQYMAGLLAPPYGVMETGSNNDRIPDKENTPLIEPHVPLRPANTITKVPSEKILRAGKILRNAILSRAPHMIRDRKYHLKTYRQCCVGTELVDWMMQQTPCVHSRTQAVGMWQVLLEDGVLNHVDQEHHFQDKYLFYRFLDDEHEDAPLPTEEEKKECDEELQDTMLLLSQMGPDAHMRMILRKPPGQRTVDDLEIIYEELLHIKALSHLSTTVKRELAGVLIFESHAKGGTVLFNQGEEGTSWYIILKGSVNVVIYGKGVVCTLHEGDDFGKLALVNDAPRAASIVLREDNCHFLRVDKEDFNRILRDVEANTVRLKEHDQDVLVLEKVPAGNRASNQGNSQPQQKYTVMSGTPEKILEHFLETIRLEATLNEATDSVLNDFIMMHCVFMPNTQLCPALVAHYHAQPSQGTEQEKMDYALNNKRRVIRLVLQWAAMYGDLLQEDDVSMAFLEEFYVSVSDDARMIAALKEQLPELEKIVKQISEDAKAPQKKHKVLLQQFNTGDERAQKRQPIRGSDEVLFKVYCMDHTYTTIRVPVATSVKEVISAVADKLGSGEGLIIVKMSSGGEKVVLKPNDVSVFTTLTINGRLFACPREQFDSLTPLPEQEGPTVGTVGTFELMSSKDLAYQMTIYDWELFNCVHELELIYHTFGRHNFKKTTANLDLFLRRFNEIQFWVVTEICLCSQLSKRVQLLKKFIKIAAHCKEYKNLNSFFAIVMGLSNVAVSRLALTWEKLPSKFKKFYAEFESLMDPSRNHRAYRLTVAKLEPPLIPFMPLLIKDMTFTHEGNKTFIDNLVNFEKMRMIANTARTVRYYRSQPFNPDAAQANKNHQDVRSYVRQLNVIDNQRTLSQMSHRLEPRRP
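Compounds were added across a concentration range to EPAC2 (100 nM), RAP1B-BODIPY-GDP (250 nM) and GDP (50 uM). After 5 min at room temperature, fluorescence was recorded at 5-min intervals for 30 min.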
A549 tox: A549 cytotoxicity, counter-screen for Nrf2 inhibitors | A549 ARE-Fluc cells, CellTiter-Fluor viability, 18-24 h | Potency, µM (highest dose often 46 µM), for inactives: at the highest dose activity change, negative = cytotoxicity, most hits filed as inhibitors | 390,000 tested, 0.16% active | AID 504648; note: potency is the fitted concentration of half-maximal effect; % is set by controls: 0 for no effect and ±100 for the full control effect
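Cytotoxicity counterscreen: CellTiter-Fluor fluorescence was measured in A549 ARE_Fluc cells after 18-24 h of compound exposure in a concentration series. The subsequent BugLite luminescent read reports ARE-luciferase activity.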
EPAC2 antagonist: antagonists of human EPAC2. Q8WZA2. EPAC2 GEF exchange of Rap1B-BODIPY-GDP, fluorescence. Potency, µM (titrated, usually from 114 µM), without a hit: at the highest dose activity, negative = inhibition, actives largely listed as inhibitors. 360,000 tested, 0.18% active. AID 720708; note: potency is the fitted concentration of half-maximal effect; % is set by controls: 0 for no effect and ±100 for the full control effect; nearly all actives have a fitted effect of over 45% in size; many of its hits are not listed in these tables
CCT modulator: cytosolic chaperonin activity modulation; activity change, % (concentration not given with the values), hits read low; AID 651819; 360,000 tested, 0.3% active; purified chaperonin ATPase assay, HTRF ADP detection, 30 min; in the data active = activity change below about -30%; note: % is set by controls: 0 for no effect and ±100 for the full control effect
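TRiC (40 or 20 nM final, by batch activity) in 30 mM Tris pH 7.4, 100 mM KCl, 5 mM MgCl2, 1 mM DTT was treated with compound at 76 uM single dose, then 10 uM ATP, 30 min at 37 °C. ADP was read by HTRF Transcreener.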
Nrf2 activator: Nrf2 pathway activation; AREc32 ARE-luciferase reporter (MCF7-derived line), luminescence, 24 h; Potency, µM (series often up to 46.1 µM), inactives show at the highest dose activation, usual class: activators; 410,000 tested, 0.31% active; AID 624171; note: potency is the fitted concentration of half-maximal effect; % of control where 0% means no effect; nearly all actives have a fitted effect of over 65% in size
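Nrf2 activation is followed as ARE-luciferase induction in the AREc32 line after one day of compound treatment; luminescence is read with Steady-Glo.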
* = called active by the depositor; i = inactive; ? = inconclusive; · = no result given; [ ] = dose if it differs, or a comment. Unless noted, calls come from the whole dose curve; as a rule, active = well fitted curve in the direction sought with a large enough effect; inconclusive = small, poorly fitted or top-dose-only effect, or another doubt; inactive = no such curve, though single readings can be large; an effect the other way counts as inactive or inconclusive. Only part of the results is shown (hit frequency here may not be typical).

SMILES	MmCpn inh	Nrf2 block	TGFb inhibitor	Akt phos inh	EPAC2 agonist	A549 tox	EPAC2 antagonist	CCT modulator	Nrf2 activator
Cc1cc(Nc2cccc(C(F)(F)F)c2)n2nc(C)nc2n1	1%	·	12%	i	6%	-3%	-2%	-2.9	-0.2%
CCc1ccc(Nc2oc(C)cc(=O)c2C(C)=O)cc1	1%	24%	9%	i	-2%	-4%	13%	1.0	-0.4%
O=C(COC(=O)[C@H](Cc1ccccc1)NC(=O)c1cccs1)NC1CCCCC1	3%	6%	0%	i	9%	9%	-4%	-0.8	0.1%
COc1ccc2[nH]c(=O)c(CN(CCO)S(=O)(=O)c3ccc4c(c3)OCCO4)cc2c1	-1%	-16%	-19%	i	4%	1%	3%	-1.5	0.2%
COc1ccc2c(=O)c(-c3ccccc3C)c(C)oc2c1	-3%	2%	4%	i	-7%	-16%	-28%	-2.4	3.2%
COc1ccccc1NC(=O)CSc1n[nH]c(Cc2ccccc2)n1	-1%	-15%	4%	i	9%	-6%	10%	-0.7	2.6%
O=C(CSc1nnc2ccc(-c3cccnc3)nn12)Nc1ccccc1F	-2%	-7%	12%	i	4%	-6%	-3%	-0.2	2.1%
COc1ccc([N+](=O)[O-])cc1NC(=O)COC(=O)C=C(C)C	0%	-26%	-2%	i	-6%	-6%	7%	-1.0	-0.2%
CC1(C)Cc2c(sc(NC(=O)c3ccc(Br)o3)c2C#N)CO1	-2%	?	-3%	i	7%	-7%	-9%	0.3	2.3%
CCn1c(SC(C)C(=O)Nc2ccc3c(c2)OCCO3)nnc1C1CC1 (configuration not stated)	2%	8%	-6%	i	10%	4%	-1%	-2.5	0.0%
Cc1cccc(C)c1NC(=S)N(CCc1ccncc1)C(C)C	1%	-6%	13%	i	7%	0%	-1%	1.5	0.1%
Cc1nn(-c2ccccc2)c(C)c1NC(=O)COc1ccc(Br)cc1Cl	-1%	?	0%	i	5%	-12%	17%	-0.9	2.7%
O=C(N/C(=C\c1ccco1)C(=O)N1CCOCC1)c1ccco1	0%	7%	0%	i	11%	-2%	-6%	-6.1	0.6%
Cc1cc(C)c2cc(CN(CC3CCCO3)S(=O)(=O)c3ccc4c(c3)OCCO4)c(=O)[nH]c2c1 (configuration not stated)	-1%	29%	4%	i	6%	-6%	3%	-0.8	5.0%
COc1ccccc1CNCc1cccs1	-18%	·	-21%	i	9%	-1%	3%	3.1	-0.2%
CCOC(=O)C1CCCN(C(=O)CSc2nnc3nc(C)cc(C)n23)C1 (configuration not stated)	-1%	16%	1%	i	10%	3%	2%	-2.1	6.5%
COc1ccc(C(=O)CC(=O)c2ccc(F)cc2)cc1	·	11%	-18%	i	4%	1%	0%	-3.8	7.6%
CCc1nc2c(OCc3ccc(Cl)cc3)cccn2c1N(C=O)Cc1ccccc1	·	·	?	i	12%	·	-18%	2.3	4.2%
COc1ccccc1NS(=O)(=O)c1cccc(NC(=O)c2cc3ccccc3oc2=O)c1	0%	0%	7%	i	-2%	-1%	5%	-0.2	7.7%
COc1ccc(-c2c(C#N)c(SCc3c(C)noc3C)nc3c2C(=O)CC(C)(C)C3)cc1	0%	-2%	2%	i	-1%	3%	-14%	0.1	0.4%
O=C(COc1ccc(F)cc1)Nc1nc2c(s1)CCCC2	1%	?	3%	i	-2%	1%	-7%	-2.6	0.9%
NC(CSC(c1ccccc1)(c1ccccc1)c1ccccc1)C(=O)O (configuration not stated)	·	-29%	?	i	2%	-13%	4%	-1.3	-0.3%
Cc1ccc(NC(=O)C(C)OC(=O)/C=C/c2ccccc2)cc1 (configuration not stated)	1%	-1%	-19%	i	-4%	1%	-4%	-0.3	2.0%
Cc1nc(SCC(=O)NCc2cccs2)nc(C)c1C	1%	-24%	-13%	i	-7%	3%	6%	-2.2	0.2%
COC(=O)/C(=C\Nc1cccc(Cl)c1C)c1ncc(C(F)(F)F)cc1Cl	2%	·	13%	i	-10%	0%	-5%	-2.0	-1.5%

Pulled by compound from the list above (2):
SMILES	MmCpn inh	Nrf2 block	TGFb inhibitor	Akt phos inh	EPAC2 agonist	A549 tox	EPAC2 antagonist	CCT modulator	Nrf2 activator
COC(=O)/C(=C\Nc1cccc(Cl)c1C)c1ncc(C(F)(F)F)cc1Cl	2%	·	13%	i	-10%	0%	-5%	-2.0	-1.5%
COc1ccc(-c2c(C#N)c(SCc3c(C)noc3C)nc3c2C(=O)CC(C)(C)C3)cc1	0%	-2%	2%	i	-1%	3%	-14%	0.1	0.4%

Further entries follow:
SMILES	MmCpn inh	Nrf2 block	TGFb inhibitor	Akt phos inh	EPAC2 agonist	A549 tox	EPAC2 antagonist	CCT modulator	Nrf2 activator
Cc1ccc(-c2cc(C(=O)NNC(=O)c3csc(N4CCOCC4)n3)c3ccccc3n2)cc1	-5%	21µM*	-27%	i	5%	-19%	-7%	0.9	13%
Cc1ccc(C(=O)Oc2ccc(C(=S)N3CCOCC3)cc2)cc1	0%	-12%	?	i	7%	-1%	5%	0.0	-0.4%
Cc1cccc(NC(=S)/N=C(\N)Nc2nc(C)c3cc(C)ccc3n2)c1	1%	12%	?	i	4%	?	-4%	-3.6	2.2%
N/C(=N\OC(=O)CCCN1C(=O)c2ccccc2C1=O)c1ccccn1	0%	3%	5%	i	6%	9%	-3%	-1.1	0.3%
CC(=O)c1cccc(NC(=O)CN2C(=O)c3ccccc3Sc3ncccc32)c1	·	-5%	-12%	·	·	12%	·	·	5.6%
O=C(Nc1ccc(-c2noc(-c3ccccc3F)n2)cc1)c1cccs1	-2%	11%	-8%	i	-4%	1%	5%	-1.0	0.9%
O=C(NCCCN1CCOCC1)c1cc2c(s1)CCCC2	-1%	28%	3%	·	-82%[15.6 µM]	3%	-23%	-1.6	0.2%
O=S(=O)(c1ccc(SCc2ccccc2)nc1)N1CCCCC1	-2%	-8%	0%	i	17%	3%	5%	-3.1	-0.4%
Cc1ccc(CNC(=O)CSc2nc(=O)n3ccc(C)cc3n2)cc1	·	·	-22%	i	20%	·	0%	-0.3	0.0%
C=CCNC(=S)/C(=C(/[O-])c1ccc([N+](=O)[O-])cc1)[n+]1ccccc1	0%	2%	-4%	i	1%	-5%	2%	-2.1	3.0%
CCc1ccc(OCC(O)CN2CCC(CN3C(=O)c4cccc5cccc(c45)C3=O)CC2)cc1 (configuration not stated)	2%	-9%	-14%	i	10%	2%	-2%	-2.0	-0.9%
O=C(c1cc(-c2ccc(F)cc2)on1)N1CCOCC1	3%	?	15%	i	7%	5%	-7%	-2.1	-0.2%
COc1ccc(NC(=O)C/C(C)=N/NC(=O)c2cnccn2)cc1	6%	12%	13%	i	-6%	-2%	5%	-0.1	3.3%
COc1ccc(NC(=O)CCc2ccc(OC)c(OC)c2)cn1	-1%	-3%	-27%	i	-3%	1%	-6%	-29	0.1%
Cc1nc2c(cc1C(=O)N/N=C/c1ccc(O)c(O)c1)c(=O)n(C)c(=O)n2C	0%	-3%	-3%	i	8%	1%	12%	-2.7	0.3%
CCOC(=O)c1ccc(N2CCN(c3cc(C)ccc3C)CC2)c(N)c1	1%	-6%	1%	i	-8%	0%	3%	-1.9	-0.5%
Cc1ccc2c(CN3CCN(c4ccc(Cl)cc4)CC3)cc(=O)oc2c1	·	4%	-2%	·	·	10%	·	·	-1.0%
Cc1cc(=O)c2ccc(NC(=O)c3ccccc3)cc2[nH]1	·	·	-4%	i	8%	·	-5%	1.0	0.5%
CSc1ncccc1C(=O)Nc1ccc(F)c(F)c1F	2%	0%	-7%	i	8%	3%	-5%	1.1	0.0%
C[C@H](CO)N1C[C@H](C)[C@H](CN(C)Cc2cncnc2)Oc2cc(Br)ccc2S1(=O)=O	·	·	-5%	i	11%	·	4%	-3.2	-0.1%
Cc1oc(-c2ccc(C(F)(F)F)cc2)nc1CN(Cc1ccccn1)C[C@@H]1CCC(=O)N1	-3%	-6%	0%	i	0%	4%	-1%	0.2	12%
CCOc1ccc(-c2cc(C(=O)NCCCN3CCCC3)c3ccccc3n2)cc1	-4%	?	1%	i	1%	6%	-1%	-1.8	2.2%
c1ccc(N2CCN(c3ncnc4scc(-c5cccs5)c34)CC2)cc1	2%	·	-12%	i	16%	0%	-6%	-2.3	4.9%
CC(=O)Nc1ccc(S(=O)(=O)N2CCN(C(=O)N3CCCCC3)CC2)cc1	1%	7%	-8%	i	-4%	-1%	1%	-1.8	0.2%
CCC(=O)OCc1c(C(F)(F)F)nn(C)c1Sc1ccc(F)cc1	1%	-28%	0%	i	-11%	1%	-10%	-1.4	2.4%

The list goes on:
SMILES	MmCpn inh	Nrf2 block	TGFb inhibitor	Akt phos inh	EPAC2 agonist	A549 tox	EPAC2 antagonist	CCT modulator	Nrf2 activator
Cc1cccc(NC(=O)c2ccc(C)c(S(=O)(=O)N3CCOCC3)c2)n1	·	12%	6%	i	-2%	3%	12%	-0.2	2.0%
O=C(NCCc1ccccn1)c1ccc(NS(=O)(=O)c2ccc(F)cc2)cc1	2%	6%	3%	i	1%	2%	-13%	1.5	-0.6%
O=C(c1cccnc1)N1CCN(S(=O)(=O)c2cccc(Cl)c2)CC1	2%	2%	18%	i	-5%	0%	11%	0.6	-0.6%
CC(C)CC(=O)Nc1nnc(SCC(=O)NC2CCCCC2)s1	-1%	-6%	4%	i	12%	1%	2%	0.4	0.3%
C=CCSc1nc(C)cc2c1C(=O)OC2	-4%	0%	8%	i	2%	-6%	-5%	2.6	0.2%
CC1(C)CC(NC(=O)C(=O)NCCc2ccc(Cl)cc2)CC(C)(C)N1	-3%	-2%	-6%	i	9%	-3%	10%	-2.2	-0.5%
O=C(NC1CCCCC1)c1cc2c(cc1Cl)N1CCCCCC1=NS2(=O)=O	1%	-9%	1%	i	-3%	-2%	0%	-4.3	-0.8%
Cc1cccc(NC(=O)Nc2ccccc2[N+](=O)[O-])n1	2%	7%	7%	i	6%	3%	-6%	-3.8	?

Assay outcomes deposited in PubChem by National Center for Advancing Translational Sciences (NCATS).
